KCNH2 3.1 block: qHTS for Inhibitors of KCHN2 3.1: Mutant qHTS; 340,000 compounds, 0.95% hits; activity change, % (tested at about 1.8 µM); Potassium voltage-gated channel subfamily H member 2, brain isoform KCNH2 3.1 (human); U2OS KCNH2 3.1, thallium flux FluxOr; hits give low values; AID 720553, 2013;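 active = maximum activity change below -70%; inconclusive = maximum activity change from -70% to -50%; inactive = maximum activity change above -50%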;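 also: thallium influx rate constant from kinetic fluorescence after stimulation buffer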
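Steps: virus added to U2OS suspension (4 h, RT, dark); medium with 10% FBS added, cells plated, 37 C overnight; FluxOr/Red40 loading buffer 45 min RT; stimulation buffer, 2 min kinetic read; rate constant normalized.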
GALK inhibitor: qHTS Assay for Inhibitors of Human Galactokinase (GALK); P51570; Purified GALK, Kinase-Glo residual ATP luminescence; Potency, µM (highest dose often 57.5 µM), for inactives: at the highest dose activity change, negative = inhibition, most hits filed as inhibitors; 270,000 compounds, 0.007% hits; also: potency is read from the fitted curve at half-maximal effect
Target sequence (P51570 whole entry, looked up): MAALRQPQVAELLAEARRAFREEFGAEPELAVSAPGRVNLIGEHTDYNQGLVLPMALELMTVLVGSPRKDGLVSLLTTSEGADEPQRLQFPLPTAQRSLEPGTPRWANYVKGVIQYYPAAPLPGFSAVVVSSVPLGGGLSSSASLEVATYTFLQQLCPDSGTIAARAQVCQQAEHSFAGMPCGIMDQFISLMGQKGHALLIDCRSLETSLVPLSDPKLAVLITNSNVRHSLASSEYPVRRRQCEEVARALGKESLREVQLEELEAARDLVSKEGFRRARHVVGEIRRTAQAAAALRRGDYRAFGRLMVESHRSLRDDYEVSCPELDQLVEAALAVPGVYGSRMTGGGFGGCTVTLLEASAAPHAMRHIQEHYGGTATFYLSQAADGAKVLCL
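Galactose (100 uM) and ATP (35 uM) were turned over by 5 nM GALK for 1 h at RT. Kinase-Glo Plus then converted the remaining ATP into a luminescent signal.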
Chronic BCR inh: qHTS Assay to Find Inhibitors of Chronic Active B-Cell Receptor Signaling. ABC-DLBCL IkBa-CBG/CBR reporter, luminescence ratio, 4 h. AID 493014, 2011. Potency, µM (top dose mostly 46.1 µM), for inactives: at the highest dose ratio change, negative = lower green/red ratio, usual class: inhibitors. 340,000 compounds, 0.05% hits; active = well fitted inhibition curve with a large enough effect in the signal ratio, with a control signal flat, not every such curve was filed as active; inconclusive = small, poorly fitted or top-dose-only effect, or effect the other way, or a change in a side signal; the % refers to the signal ratio;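 also: potency is read from the fitted curve at half-maximal effect; plate controls were basal doxycycline-induced cells for no effect and cells given 10 µM MG132 for full effect; MG132 reads +100%, hits lower the ratio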
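Doxycycline induced both beetle luciferases in TMD8 lymphoma cells; IKK-driven degradation limits the IkappaBalpha-fused green signal, while red luminescence normalises for cell number and nonspecific effects. Compounds tested up to 46 uM, 4 hrs.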
B2AR arrestin: qHTS assay of beta-arrestin-biased ligands of beta2-adrenergic receptor; 330,000 compounds, 0.02% hits; beta-arrestin recruitment to beta2AR, cell-based reporter; Potency, µM (top dose mostly 46.1 µM), without a hit: top-dose activation, actives largely listed as activators; AID 492947, 2010;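 also: potency is read from the fitted curve at half-maximal effect; 0% = DMSO controls and full agonism = EC100 isoproterenol or metaproterenol; nearly all actives have a fitted effect of over 65% in size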
KCNH2 WT inh: qHTS for Inhibitors of KCHN2 3.1: Wildtype qHTS; Voltage-gated inwardly rectifying potassium channel KCNH2 (Homo sapiens), Q12809; U2OS, BacMam KCNH2, thallium flux FluxOr; hits give low values; activity change, % at 1.84 µM; 340,000 compounds, 0.37% hits; AID 720551, 2013;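 active = maximum activity change below -70%; inconclusive = maximum activity change between -70% and -50%; inactive = maximum activity change above -50%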
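U2OS cells were transduced with wild-type KCNH2 virus (2.03 x 10^8 / mL) for 4 h at room temperature, then cultured overnight at 37 C. Thallium flux was read with FluxOr dye. Rate constants were normalized to DMSO controls.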
Coupling enz: qHTS Assay for Inhibitors of Fructose-1,6-bisphosphate Aldolase from Giardia Lamblia: Coupling assay counterscreen. coupling enzyme system counterscreen, AmpLite Red fluorescence. activity change, negative = inhibition, % at 58.2 µM, hits read low. 290,000 compounds, 0.67% hits. AID 2472, 2010; in the data active = activity change below about -30%
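Counterscreen of the coupled detection system alone, without aldolase: glyceraldehyde-3-phosphate coupling enzymes plus AmpLite Red readout. Compounds at 57.5 uM final, 10 min RT preincubation, 20 min RT reaction, fluorescence 525/598 nm.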
Eya2 phos inh: qHTS Assay for Inhibitors of the Phosphatase Activity of Eya2 | Potency, µM (titrated, usually from 76.9 µM), inactives show top-dose activity, negative = inhibition, most hits filed as inhibitors | Protein phosphatase EYA2 (Homo sapiens), O00167 | AID 488837, 2010 | 330,000 compounds, 0.006% hits | recombinant Eya2, OMFP fluorescence dephosphorylation (OMFP is methylfluorescein phosphate); also: potency is read from the fitted curve at half-maximal effect
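Eya2 protein (added as 0.2 uM solution) was preincubated with compound for 10 min at ambient temperature in 50 mM HEPES pH 7.5, 50 mM NaCl, 5 uM MgCl2, 0.05% BSA, 1 mM DTT. OMFP (added at 50 uM) then reacted 10 min; fluorescence read at 485/525 nm.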
uPA generation: qHTS for Inhibitors of Cell Surface uPA Generation; cell surface uPA generation assay, qHTS; Potency, µM (top dose mostly 38.3 µM), for the others: at the top dose activity change, negative = inhibition, actives largely listed as inhibitors; 330,000 compounds, 0.31% hits; AID 540303, 2011; active = well fitted inhibition curve with a large enough effect; inconclusive = small, poorly fitted or top-dose-only effect; inactive = no such curve, though single readings can be large or run the other way; tested in mouse RAW 264.7 cells; also: potency is read from the fitted curve at half-maximal effect; nearly all actives have a fitted effect of over 55% in size
PKM2 activator: qHTS Assay for Activators of Human Muscle isoform 2 Pyruvate Kinase | Pyruvate kinase PKM (Homo sapiens), P14618 | purified PKM2, Kinase-Glo ATP luminescence, activation; response scale: 0% is enzyme alone, no compound | Potency, µM (doses to about 57.5 µM), inactives show at the highest dose activation, hits mostly activators | 260,000 compounds, 0.34% hits | AID 1631, 2009; also: potency is read from the fitted curve at half-maximal effect; nearly all actives have a fitted effect of over 55% in size
Target sequence (P14618 whole entry, looked up, canonical isoform): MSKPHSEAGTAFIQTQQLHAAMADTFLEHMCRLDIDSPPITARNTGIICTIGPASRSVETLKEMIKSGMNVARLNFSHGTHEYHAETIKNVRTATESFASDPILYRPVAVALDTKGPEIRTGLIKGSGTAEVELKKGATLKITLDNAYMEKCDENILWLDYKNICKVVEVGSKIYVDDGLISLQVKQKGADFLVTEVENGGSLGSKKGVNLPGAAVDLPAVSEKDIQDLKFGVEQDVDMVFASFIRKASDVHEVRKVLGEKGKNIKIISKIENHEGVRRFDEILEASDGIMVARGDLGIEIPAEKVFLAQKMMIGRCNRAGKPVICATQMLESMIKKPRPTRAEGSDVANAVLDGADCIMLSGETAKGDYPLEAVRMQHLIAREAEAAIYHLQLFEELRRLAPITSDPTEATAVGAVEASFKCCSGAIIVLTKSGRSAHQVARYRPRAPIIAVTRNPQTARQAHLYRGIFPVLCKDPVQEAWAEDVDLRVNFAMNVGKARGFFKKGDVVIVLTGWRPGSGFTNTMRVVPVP
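Purified hPK-M2 (>95% pure) converted ADP (0.1 mM final) to ATP with 0.5 mM PEP in 50 mM imidazole pH7.2, KCl, MgCl2, Tween 20, BSA; 1 h at room temperature. ATP detected by Kinase-Glo luminescence.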
Giardia killer: Small Molecules that selectively kill Giardia lamblia: qHTS | activity change, % at 7.66 µM, hits read low | AID 540267, 2011 | 340,000 compounds, 0.15% hits | Giardia lamblia trophozoite viability; in the data active = activity change below about -80%; inconclusive = between about -30% and that limit;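 also: parasites exposed to compound for two days anaerobically before the ATP read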
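Compounds were tested on trophozoites seeded at 100 cells/well and held 48 hrs at 37 deg C anaerobically. An ATP-based luminescent kit measured the remaining live cells.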
USP2a block: qHTS Assay for Inhibitors of Ubiquitin-specific Protease USP2a Using CHOP2 as the Reporter. Ubiquitin carboxyl-terminal hydrolase 2 (Homo sapiens), O75604. Potency, µM (highest dose often 38.3 µM), without a hit: at the highest dose activity change, negative = inhibition, most hits filed as inhibitors. 330,000 compounds, 0.01% hits. USP2 core, Ub-CHOP2 coupled fluorogenic reporter, 485/531;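 also: potency is read from the fitted curve at half-maximal effect; plate controls were DMSO wells for no effect and full inhibition by NEM control for full effect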
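Cell-free coupled assay: 10nM USP2 core preincubated 30min RT with compound in Tris-HCl pH 8.0/CaCl2/CHAPS buffer, then 25nM Ub-CHOP2 and 25nM reporter substrate; fluorescence (Ex 485/Em 531) read after 60min RT, normalized to NEM inhibition, concentration-response curves fitted.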
The depositor's hits bear a star; ? = inconclusive; nt = no result given; [ ] = dose if it differs, or a comment. Unless noted, calls follow the shape of the dose curve; as a rule, active = well fitted curve in the direction sought with a large enough effect; inconclusive = small, poorly fitted or top-dose-only effect, or another doubt; inactive = no such curve, though single readings can be large; an effect the other way counts as inactive or inconclusive. Unless noted, % is scaled to controls: 0 for no effect and ±100 for the full control effect.

The opening 2 records, ahead of the listing:
SMILES	KCNH2 3.1 block	GALK inhibitor	Chronic BCR inh	B2AR arrestin	KCNH2 WT inh	Coupling enz	Eya2 phos inh	uPA generation	PKM2 activator	Giardia killer	USP2a block
CCOC(=O)N1CCC2(CC1)NCCc1c2[nH]c2ccccc12	7	2%	0%	-0.2%	-6	-6	8%	0%	4%	10	13%
O=C(CNCCC1=CCCCC1)Nc1ccc(N2CCCCCC2)cc1	-9	3%	-19%	0.1%	11	-1	-14%	1%	3%	5	-3%

Results, repeating the preview:
SMILES	KCNH2 3.1 block	GALK inhibitor	Chronic BCR inh	B2AR arrestin	KCNH2 WT inh	Coupling enz	Eya2 phos inh	uPA generation	PKM2 activator	Giardia killer	USP2a block
CCOC(=O)N1CCC2(CC1)NCCc1c2[nH]c2ccccc12	7	2%	0%	-0.2%	-6	-6	8%	0%	4%	10	13%
O=C(CNCCC1=CCCCC1)Nc1ccc(N2CCCCCC2)cc1	-9	3%	-19%	0.1%	11	-1	-14%	1%	3%	5	-3%
COCCCNC(=O)c1nc2c(nnn2Cc2cc(C)ccc2C)c(=O)[nH]1	-4	0%	12%	-0.9%	-3	7	1%	-5%	3%	0	2%
COC(=O)c1ccccc1NC(=O)CN1CCN(C23CC4CC(CC(C4)C2)C3)CC1	?	0%	9%	-0.6%	-4	0	15%	-7%	-1%	-4	-1%
CCOc1ccc(S(=O)(=O)N2CCN(Cc3ccccc3)CC2)cc1	14	5%	0%	-0.5%	12	1	0%	5%	-1%	-16	-5%
COc1cc(OC)c(NC(C)C(=O)N2CCCC2)cc1Cl (configuration not stated)	6	1%	-1%	-0.2%	-1	-1	0%	-7%	-1%	2	0%
CCCCOc1ccccc1C1NC(=O)NC(C)=C1C(=O)OCc1ccco1 (configuration not stated)	6	0%	0%	0.2%	-2	0	-8%	-4%	17%	5	-2%
Cc1cc(C)cc(NC(=O)Nc2ccc3ccccc3n2)c1	2	-2%	0%	-0.3%	-4	0	-2%	0%	-1%	15	1%
CN1C(=O)C(O)(CC(=O)c2ccc3c(c2)OCO3)c2ccccc21 (configuration not stated)	1	1%	-16%	0.5%	-17	1	16%	1%	-23%	-8	1%
CC/C(=N\NC(=O)c1ccoc1C)c1ccc(C)o1	1	0%	?	-1.5%	6	1	6%	-5%	-7%	-3	5%
O=C(CN1C(=O)/C(=C/c2cccc(Cl)c2)SC1=S)NC1C=CS(=O)(=O)C1 (configuration not stated)	3	-15%	?	0.2%	-4	-1	-5%	-14%	nt	13	4%
Cc1ccc(-n2c(=S)sc3c(=O)n(-c4ccccc4F)c(SCC(=O)O)nc32)cc1C	2	nt	-2%	-0.2%	-6	1	-4%	-10%	nt	-3	2%
CCOC(=O)c1ccc(NC(=O)CC2NCCNC2=O)cc1 (configuration not stated)	-6	1%	-9%	-0.2%	-10	nt	-1%	-2%	-7%	-11	2%
O=C(Nc1ccccc1)N1CCC(C(=O)N2CCN(c3ccccc3F)CC2)CC1	9	8%	?	-0.2%	-2	0	3%	-8%	2%	-9	2%
CCc1cc(C(c2ccccc2OC)N2CCOCC2)c(NC(=O)c2ccccc2)s1 (configuration not stated)	-23	0%	?	-0.4%	2	nt	-6%	-4%	6%	9	-1%
CSc1ccccc1C(=O)NCc1ccc(F)cc1	10	-1%	1%	0.0%	10	-2	2%	?	-4%	22	3%
CC(C)c1nc(N2CCOCC2)c(C#N)c2c1CCCC2	-5	-1%	?	0.1%	0	10	6%	5%	3%	-4	0%
C#Cc1ccc([C@@H]2C=C(C(=O)N3CCOCC3)O[C@H](OCCCCO)C2)cc1	8	-1%	6%	0.1%	6	0	4%	-1%	0%	-3	0%
CCOC(=O)c1oc2c(C)c(O)ccc2c(=O)c1-c1nncn1-c1ccccc1	7	-5%	-1%	0.6%	6	-1	-9%	nt	4%	27	-1%
CCC(C)Sc1ccc([C@@H]2[C@@H]3C(=O)N(C)C(=O)[C@@H]3[C@]3(C(=O)OC)CCCCN23)cc1 (some centres not stated)	-7	nt	0%	-0.1%	-3	nt	3%	5%	nt	-21	0%
COc1ccc(CCNC(=O)CSc2nnc(CNC(=O)c3ccco3)o2)cc1OC	-24	1%	-9%	-0.9%	7	1	-14%	-2%	-13%	-8	-1%
CCN1CCN(C(=O)C(=O)c2cn(CC(=O)N3CCCC3)c3ccccc23)CC1	nt	8%	?	3.9%	-2	nt	-4%	-2%	-14%	5	0%
CN(C)c1ccc(/C=N/NC(=O)C(=O)N2CCCCCC2)cc1	16	-6%	-2%	-0.6%	1	0	16%	-5%	-3%	5	2%
N#CC1=C(SCc2ccccc2)NC(=O)CC1c1ccccc1 (configuration not stated)	-16	2%	9%	0.1%	-9	1	1%	-5%	-4%	9	0%
O=C(N/N=C/c1ccc([N+](=O)[O-])s1)C(O)c1ccccc1 (configuration not stated)	8	1%	?	-1.6%	8	-25	-1%	10µM*	13%	?	0%

Complete entries as entered above. Screens in order: KCNH2 3.1 block, GALK inhibitor, Chronic BCR inh, B2AR arrestin, KCNH2 WT inh, Coupling enz, Eya2 phos inh, uPA generation, PKM2 activator, Giardia killer, USP2a block
CCC(C)Sc1ccc([C@@H]2[C@@H]3C(=O)N(C)C(=O)[C@@H]3[C@]3(C(=O)OC)CCCCN23)cc1 (some centres not stated) as listed: -7, nt, 0%, -0.1%, -3, nt, 3%, 5%, nt, -21, 0%
Cc1ccc(-n2c(=S)sc3c(=O)n(-c4ccccc4F)c(SCC(=O)O)nc32)cc1C as listed: 2, nt, -2%, -0.2%, -6, 1, -4%, -10%, nt, -3, 2%
CC(C)c1nc(N2CCOCC2)c(C#N)c2c1CCCC2 as listed: -5, -1%, ?, 0.1%, 0, 10, 6%, 5%, 3%, -4, 0%

The list goes on.
SMILES	KCNH2 3.1 block	GALK inhibitor	Chronic BCR inh	B2AR arrestin	KCNH2 WT inh	Coupling enz	Eya2 phos inh	uPA generation	PKM2 activator	Giardia killer	USP2a block
CCC/C(=N\NC(=O)c1ccccc1C)c1ccccc1	-10	2%	?	-0.7%	-3	2	0%	-4%	2%	6	3%
CCOc1ccccc1OCCC(=O)Nc1ccc(F)c(Cl)c1	2	3%	?	2.4%	16	0	-4%	0%	-1%	41[activator]	-2%
CN(Cc1ccc(F)cc1)C(=O)CNC(=O)C1CCCCC1	4	-2%	-1%	-0.5%	8	nt	5%	8%	-5%	-9	4%
CCn1c(COc2cccc(C)c2C)nnc1SCC(=O)Nc1cc(C)on1	22	-3%	8%	-0.6%	11	1	3%	-2%	7%	19	0%
Cc1cc(C)cc(NC(=O)C2CCN(S(C)(=O)=O)CC2)c1	5	0%	2%	0.2%	-9	1	-3%	3%	-3%	-8	-1%
O=C(CCn1cncn1)N1CCN(S(=O)(=O)c2ccc(Cl)cc2)CC1	23	-2%	-2%	0.0%	5	-1	1%	-14%	?	-3	3%
CCN(CC)c1ccc(S(=O)(=O)N(CC)CC)cc1NC(=O)C1CCCC1	-5	-2%	?	-0.9%	12	0	-5%	-10%	-29%	11	11%
Cn1cc(C(=O)N/N=C/C2=C(N3CCOCC3)C(=C\c3ccccc3)/CC2)ccc1=O	10	2%	-3%	-0.2%	-5	2	4%	-5%	-2%	-5	1%
O=C(Nc1ccc(Cl)c(Cl)c1)OCc1cncs1	-2	-1%	18%	0.0%	-15	1	-11%	-1%	-4%	19	-1%
CCN(CC)c1ccc(/C=N/Nc2nn[nH]n2)cc1	-6	1%	3%	?	-5	-2	-3%	-28%	9%	11	-4%
Cc1ccc(S(=O)(=O)N(C)CC(=O)Nc2ccncc2)cc1	-3	0%	-2%	0.0%	-4	0	8%	2%	0%	11	1%
COc1ccc(S(=O)(=O)N2CCOCC2)cc1NC(=O)COc1ccc2c(C)cc(=O)oc2c1	23	nt	0%	0.2%	-4	nt	-20%	-16%	nt	24	7%
